From PubChem BioAssay
MBNL1 CUG block = blocks human MBNL1 binding to CUG repeat RNA; actives 0.036% (n = 280,000); Potency, µM (doses to about 57.5 µM), inactives show top-dose activity change, negative = inhibition, usual class: inhibitors; TR-FRET MBNL1-His/biotin-(CUG)12 binding, 665/545 ratio; Q9NR56; AID 2675; active = well fitted inhibition curve with a large enough effect in the signal ratio, with a control signal flat, not every such curve was filed as active; inconclusive = small, poorly fitted or top-dose-only effect, or effect the other way, or a change in a side signal; inactive = no such curve, though single readings can be large or run the other way; the % refers to the signal ratio; also: % is scaled to controls: 0 for no effect and ±100 for the full control effect
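TR-FRET between His-tagged MBNL1 and biotin-(CUG)12 RNA, detected with Tb anti-His antibody (0.055 ng/ul) and streptavidin-XL665 (5 nM), 60 min at room temperature. Compounds titrated 92 nM to 58 uM; 665/545 nm ratio normalized to buffer and complex controls.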
MLL CXXC-DNA inh = inhibitors of human MLL CXXC domain-DNA interaction; actives 0.037% (n = 290,000); MLL-CXXC / FITC-HOXA9 DNA fluorescence polarization; Q03164; Potency, µM (doses to about 115 µM), without a hit: top-dose activity change, negative = inhibition, hits mostly inhibitors; active = well fitted inhibition curve with a large enough effect in the polarisation, with a control signal flat, not every such curve was filed as active; inconclusive = small, poorly fitted or top-dose-only effect, or effect the other way, or a change in a side signal; inactive = no such curve, though single readings can be large or run the other way; the % refers to the polarisation
Target sequence (Q03164 whole entry, looked up, the tested form may be a part): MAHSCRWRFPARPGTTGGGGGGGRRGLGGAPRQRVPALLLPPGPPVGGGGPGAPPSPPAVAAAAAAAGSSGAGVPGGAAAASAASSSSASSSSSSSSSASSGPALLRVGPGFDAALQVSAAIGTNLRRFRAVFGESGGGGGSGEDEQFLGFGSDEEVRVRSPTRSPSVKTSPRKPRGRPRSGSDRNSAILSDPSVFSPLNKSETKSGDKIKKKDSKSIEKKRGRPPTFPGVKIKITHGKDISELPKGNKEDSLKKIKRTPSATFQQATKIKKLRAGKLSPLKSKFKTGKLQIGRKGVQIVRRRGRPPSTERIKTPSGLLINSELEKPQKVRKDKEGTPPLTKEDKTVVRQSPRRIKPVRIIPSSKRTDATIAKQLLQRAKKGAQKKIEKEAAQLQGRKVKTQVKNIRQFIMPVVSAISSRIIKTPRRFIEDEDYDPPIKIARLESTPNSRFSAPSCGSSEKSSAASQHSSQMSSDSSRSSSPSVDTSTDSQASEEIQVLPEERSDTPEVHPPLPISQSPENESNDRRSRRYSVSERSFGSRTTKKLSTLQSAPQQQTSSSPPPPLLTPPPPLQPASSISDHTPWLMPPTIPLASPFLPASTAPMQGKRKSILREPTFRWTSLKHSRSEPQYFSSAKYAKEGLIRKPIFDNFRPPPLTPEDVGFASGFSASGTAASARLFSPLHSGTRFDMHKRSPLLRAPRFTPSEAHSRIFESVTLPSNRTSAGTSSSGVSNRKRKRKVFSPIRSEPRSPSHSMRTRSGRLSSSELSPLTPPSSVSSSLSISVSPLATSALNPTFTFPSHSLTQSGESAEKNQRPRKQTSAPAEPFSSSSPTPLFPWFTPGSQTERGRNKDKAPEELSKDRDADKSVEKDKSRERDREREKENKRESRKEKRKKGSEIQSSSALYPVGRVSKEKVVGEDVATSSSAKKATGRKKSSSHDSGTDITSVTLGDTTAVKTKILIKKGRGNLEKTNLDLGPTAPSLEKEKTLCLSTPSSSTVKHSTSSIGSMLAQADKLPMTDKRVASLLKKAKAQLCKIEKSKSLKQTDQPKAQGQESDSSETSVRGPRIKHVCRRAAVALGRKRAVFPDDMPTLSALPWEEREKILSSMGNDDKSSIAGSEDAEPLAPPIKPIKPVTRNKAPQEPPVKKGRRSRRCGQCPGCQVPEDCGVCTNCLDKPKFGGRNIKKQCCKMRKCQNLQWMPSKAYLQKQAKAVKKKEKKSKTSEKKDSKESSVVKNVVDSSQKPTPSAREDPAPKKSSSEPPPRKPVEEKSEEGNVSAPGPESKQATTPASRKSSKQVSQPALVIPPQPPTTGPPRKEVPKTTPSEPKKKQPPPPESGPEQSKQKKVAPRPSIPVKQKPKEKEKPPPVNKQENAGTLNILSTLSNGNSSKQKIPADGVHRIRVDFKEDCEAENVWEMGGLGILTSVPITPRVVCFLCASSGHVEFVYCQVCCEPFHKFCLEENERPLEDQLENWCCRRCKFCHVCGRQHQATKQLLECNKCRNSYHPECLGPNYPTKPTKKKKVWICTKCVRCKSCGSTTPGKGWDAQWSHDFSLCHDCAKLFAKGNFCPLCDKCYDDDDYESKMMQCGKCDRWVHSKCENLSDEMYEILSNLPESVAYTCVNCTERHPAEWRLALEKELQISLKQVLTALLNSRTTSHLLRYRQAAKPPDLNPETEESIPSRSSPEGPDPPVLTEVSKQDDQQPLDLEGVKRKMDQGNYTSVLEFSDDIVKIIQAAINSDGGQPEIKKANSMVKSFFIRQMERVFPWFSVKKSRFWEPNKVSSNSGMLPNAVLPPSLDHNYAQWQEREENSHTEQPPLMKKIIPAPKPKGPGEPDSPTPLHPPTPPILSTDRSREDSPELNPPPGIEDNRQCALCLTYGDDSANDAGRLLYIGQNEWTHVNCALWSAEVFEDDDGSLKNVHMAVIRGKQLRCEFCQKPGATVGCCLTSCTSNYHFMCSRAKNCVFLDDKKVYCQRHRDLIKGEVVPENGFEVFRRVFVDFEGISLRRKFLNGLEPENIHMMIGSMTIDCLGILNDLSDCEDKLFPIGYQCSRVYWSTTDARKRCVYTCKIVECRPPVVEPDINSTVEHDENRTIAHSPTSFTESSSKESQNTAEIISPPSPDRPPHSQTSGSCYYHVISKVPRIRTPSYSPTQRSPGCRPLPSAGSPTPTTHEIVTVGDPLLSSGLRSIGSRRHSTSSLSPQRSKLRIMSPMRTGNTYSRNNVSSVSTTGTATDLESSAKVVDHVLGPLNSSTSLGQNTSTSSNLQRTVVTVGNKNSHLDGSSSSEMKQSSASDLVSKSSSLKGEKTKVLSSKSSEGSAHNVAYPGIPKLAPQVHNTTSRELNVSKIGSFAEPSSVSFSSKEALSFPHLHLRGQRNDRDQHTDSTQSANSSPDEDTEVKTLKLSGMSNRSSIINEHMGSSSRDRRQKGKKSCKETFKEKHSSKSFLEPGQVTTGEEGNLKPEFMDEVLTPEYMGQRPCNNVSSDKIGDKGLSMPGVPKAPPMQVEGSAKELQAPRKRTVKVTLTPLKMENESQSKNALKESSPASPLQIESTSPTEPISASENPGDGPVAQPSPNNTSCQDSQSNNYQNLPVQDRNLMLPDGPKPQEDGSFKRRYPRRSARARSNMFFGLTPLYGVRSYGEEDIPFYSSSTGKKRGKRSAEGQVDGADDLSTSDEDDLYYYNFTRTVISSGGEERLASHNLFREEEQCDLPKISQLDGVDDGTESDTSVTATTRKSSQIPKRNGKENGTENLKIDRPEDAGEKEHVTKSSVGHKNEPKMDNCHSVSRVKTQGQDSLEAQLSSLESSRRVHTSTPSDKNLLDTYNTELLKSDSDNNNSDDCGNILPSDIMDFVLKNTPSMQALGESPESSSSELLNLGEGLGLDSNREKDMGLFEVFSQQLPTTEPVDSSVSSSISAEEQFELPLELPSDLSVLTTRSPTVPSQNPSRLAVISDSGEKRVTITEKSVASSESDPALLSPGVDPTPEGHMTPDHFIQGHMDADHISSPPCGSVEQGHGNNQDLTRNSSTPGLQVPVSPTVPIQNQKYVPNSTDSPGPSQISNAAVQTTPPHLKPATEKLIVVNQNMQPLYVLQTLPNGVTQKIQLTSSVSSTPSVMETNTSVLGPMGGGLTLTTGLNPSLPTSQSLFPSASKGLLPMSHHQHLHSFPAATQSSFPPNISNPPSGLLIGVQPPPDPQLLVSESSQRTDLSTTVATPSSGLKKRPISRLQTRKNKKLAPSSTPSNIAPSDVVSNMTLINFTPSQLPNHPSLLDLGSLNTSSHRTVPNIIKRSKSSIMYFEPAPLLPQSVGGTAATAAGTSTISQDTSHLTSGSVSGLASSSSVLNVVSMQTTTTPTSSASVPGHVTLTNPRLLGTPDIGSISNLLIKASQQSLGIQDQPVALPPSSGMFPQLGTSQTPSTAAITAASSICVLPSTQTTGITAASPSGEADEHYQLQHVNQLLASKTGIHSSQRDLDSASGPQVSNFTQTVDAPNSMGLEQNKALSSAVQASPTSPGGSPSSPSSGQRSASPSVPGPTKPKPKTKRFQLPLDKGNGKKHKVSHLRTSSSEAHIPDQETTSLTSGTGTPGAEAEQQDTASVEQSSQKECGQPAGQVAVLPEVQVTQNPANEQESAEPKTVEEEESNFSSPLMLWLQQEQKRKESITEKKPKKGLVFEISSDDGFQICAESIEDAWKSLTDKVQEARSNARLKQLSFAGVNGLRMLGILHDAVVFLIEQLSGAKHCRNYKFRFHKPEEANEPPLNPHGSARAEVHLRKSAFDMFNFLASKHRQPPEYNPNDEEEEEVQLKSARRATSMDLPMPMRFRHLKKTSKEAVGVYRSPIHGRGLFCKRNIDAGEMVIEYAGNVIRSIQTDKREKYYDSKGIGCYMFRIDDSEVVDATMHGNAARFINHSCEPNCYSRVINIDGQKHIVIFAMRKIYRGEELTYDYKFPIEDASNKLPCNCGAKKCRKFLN
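Fluorescence polarization: 7 uM MLL-CXXC (stock) preincubated 5 min with compounds, then 50 nM fluorescein-HOX-A9 DNA (stock) added; 30 min ambient. Buffer 50 mM Tris-HCl pH 7.5, 50 mM NaCl, 1 mM DTT, 0.05% BSA.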
FLuc modulator = counter-screen for miR-21 project: firefly luciferase inhibitors or activators; Potency, µM (top dose mostly 57.5 µM), without a hit: top-dose activity change, negative = inhibition, most hits filed as inhibitors; purified FLuc, Km substrates, luminescence inhibition; AID 588342; actives 6.9% (n = 360,000);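 also: plate controls were vehicle for no effect and reference inhibitor for full effect; nearly all actives have a fitted effect of over 55% in size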
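Biochemical qHTS of compounds, final roughly 60 µM downward over six points, against 10 nM purified firefly luciferase using Km concentrations of substrates (10 uM D-luciferin, 10 uM ATP) in Tris acetate pH 7.5 buffer; luminescence output.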
Rab9 promoter act = Rab9 promoter activation; Huh7 Rab9 promoter-luciferase reporter, luminescence, 24 h; Potency, µM (doses to about 9.22 µM), for the others: at the highest dose activation, negative = inhibition, actives largely listed as activators; actives 2.8% (n = 320,000); AID 485297; also: % of control where 0% means no effect; nearly all actives have a fitted effect of over 60% in size
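Quantitative HTS format; Huh7 Rab9-luciferase reporter cells (1500/well) receive compound 2 h post-plating, incubate 24 h at 37 °C, then get luciferase reagent for 10 min before luminescence reading.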
NPC1 prom act = activators of NPC1 promoter. actives 2.4% (n = 320,000). AID 485313. Potency, µM (highest dose often 9.22 µM), without a hit: at the top dose activation, most hits filed as activators. Huh7 NPC1 promoter luciferase reporter, 24 h;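 also: % of control where 0% means no effect; nearly all actives have a fitted effect of over 60% in size; reporter is driven by a mutant NPC1 promoter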
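Readout is luciferase luminescence, reflecting NPC1 promoter activation in stably transfected Huh7 cells after 24 h compound exposure at 37 °C in reduced-serum medium with 10% FBS.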
ELG1 genotoxic = inducers of genotoxicity in HEK293T ELG1-luciferase cells; HEK293T ELG1-luciferase reporter, luminescence, 16 h; Potency, µM (top dose mostly 46 µM), without a hit: at the highest dose activity change, positive = activation, actives largely listed as activators; actives 1.3% (n = 330,000); also: % of control where 0% means no effect; nearly all actives have a fitted effect of over 60% in size
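After overnight (16 hr) compound treatment at 37 °C, ELG1-luciferase HEK293T cells were lysed with ONE-Glo; luminescence quantified 30 min later at room temperature.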
uPA surface inh = inhibitors of cell surface uPA generation; Potency, µM (titrated, usually from 38.3 µM), inactives show at the highest dose activity change, negative = inhibition, actives largely listed as inhibitors; cell surface uPA generation assay, qHTS; actives 0.31% (n = 330,000); active = well fitted inhibition curve with a large enough effect; inconclusive = small, poorly fitted or top-dose-only effect; inactive = no such curve, though single readings can be large or run the other way; tested in mouse RAW 264.7 cells; also: % is scaled to controls: 0 for no effect and ±100 for the full control effect; nearly all actives have a fitted effect of over 55% in size
BRCA1 expr act = increases BRCA1 expression; MCF7-BRCA1-FFLuc reporter, luminescence, 48 h; response scale: scaled: vehicle 0%, 10 µM genistein 100%; Potency, µM (doses to about 46.1 µM), without a hit: at the top dose activation, hits mostly activators; actives 1.1% (n = 380,000); AID 624202; also: nearly all actives have a fitted effect of over 80% in size; some results filed as inactive show a strong effect at the top dose
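Luminescence from a BRCA1-driven firefly luciferase in MCF7 cells was the read-out, taken 15 min after substrate addition following 48 h compound exposure at 37 °C. Data were normalized to a 10 microM genistein control and DMSO vehicle.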
RORg inh = ROR gamma (mouse) transcription inhibition; P51450; Drosophila S2 Gal4-RORgamma UAS-luciferase reporter, 20 h; Potency, µM (series often up to 53.6 µM), inactives show at the highest dose activity change, negative = inhibition, most hits filed as inhibitors; actives 5.4% (n = 310,000); also: % is scaled to controls: 0 for no effect and ±100 for the full control effect; nearly all actives have a fitted effect of over 60% in size
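ROR gamma transcriptional activity was tracked as Gal4-UAS luciferase output in stably transfected Drosophila Schneider cells, with compound added 1 hr before 700 uM copper sulfate induction and a 20 hr ambient-temperature incubation.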
VP16 counter = inhibits Gal4-VP16 luciferase reporter, ROR gamma counter-screen. Drosophila S2 Gal4-VP16 UAS-luciferase, luminescence, 20 h. Potency, µM (highest dose often 53.6 µM), for the others: at the top dose activity, negative = inhibition, hits mostly inhibitors. actives 3.5% (n = 310,000). AID 2546;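 also: Gal4-VP16 expression switched on by copper sulfate through the metallothionein promoter; % is scaled to controls: 0 for no effect and ±100 for the full control effect; nearly all actives have a fitted effect of over 50% in size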
p53 reactivator = restores transcriptional activity of mutant p53 | H1299 p53-A138V BP100-luciferase reporter, luminescence, 24 h | Potency, µM (top dose mostly 92.2 µM), for inactives: top-dose activity change, positive = activation, usual class: activators | actives 0.063% (n = 320,000); also: % of control where 0% means no effect; nearly all actives have a fitted effect of over 45% in size
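H1299 (p53-null), stable ts p53-A138V + BP100-Luc; 1000 cells/well, Opti-MEM/10% FBS; cpd 4 pt, 1:5; 24 h, 37 deg C, 5% CO2; detection reagent 10 min RT; luminescence.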
* = called active by the depositor; u = inconclusive; x = not tested or not shown; [ ] = dose if it differs, or a comment. Unless noted, calls follow the shape of the dose curve; as a rule, active = well fitted curve in the direction sought with a large enough effect; inconclusive = small, poorly fitted or top-dose-only effect, or another doubt; inactive = no such curve, though single readings can be large; an effect the other way counts as inactive or inconclusive. Potency is read from the fitted curve at half-maximal effect. Some of the compounds tested; rates above refer to the full screens.

item | molecule | MBNL1 CUG block | MLL CXXC-DNA inh | FLuc modulator | Rab9 promoter act | NPC1 prom act | ELG1 genotoxic
1 | COc1ccc(NC(=O)C2CC(c3cccc(Br)c3)=NO2)cc1OC (stereo not drawn) | -5% | -6% | -9% | 0% | 4% | -3%
2 | COc1cccc2cc(C(=O)NCCc3c[nH]c4ccccc34)c(=O)oc12 | u | 13% | -22% | -3% | -3% | 4%
3 | Cc1ccc2cc(C(c3nnnn3C(C)(C)C)N3CCCCCC3)c(=O)[nH]c2c1 (stereo not drawn) | u | 6% | 4% | -3% | -1% | 1%
4 | COc1ccc(CNS(=O)(=O)c2ccc(F)c(C(=O)Nc3ccccc3OC)c2)cc1 | 20% | 47%[activator] | 0% | -4% | 0% | 7%
5 | CCc1ccc([C@@H]2CC=C(C(=O)O)[C@H](c3ccc(F)cc3)N2S(=O)(=O)c2ccc(C)cc2)cc1 | x | x | -1% | -8% | -2% | 0%
6 | O=C(CSc1ncn[nH]1)Nc1nc(-c2ccccc2)cs1 | -4% | -7% | -9% | 2% | 4% | -4%
7 | COC(=O)c1c(NC(=O)Cn2nc(C(F)F)cc2C(F)F)sc(C)c1C | -14% | 0% | -6% | 0% | -2% | 0%
8 | COc1cc(CO)ccc1Oc1nnnn1-c1ccc(C(N)=O)cc1 | -4% | -4% | -1% | -4% | 12% | 1%
9 | O=C(CN1C(=O)C2C3C=CC(C3)C2C1=O)NC1CCCc2ccccc21 (stereo not drawn) | -11% | -10% | 1% | 2% | 0% | 1%
10 | Cc1nn(C)c(C)c1S(=O)(=O)N(CC(=O)Nc1ccccn1)c1ccc(C(C)C)cc1 | -1% | 3% | 3% | -1% | -6% | 1%
11 | O=C(Nn1c(-c2ccc(F)cc2)nc2ccccc2c1=O)c1cccnc1 | -10% | 3% | -10% | -3% | -1% | -1%
12 | C=CCN(c1ccccc1)S(=O)(=O)c1c(C)[nH]c(=O)[nH]c1=O | 0% | 20% | -2% | -5% | -3% | 3%
13 | C=CCc1ccccc1OCC(=O)NNC(=S)NCc1ccccc1 | -3% | 10% | -1% | 0% | -1% | -7%
14 | C=CCn1c(SCC(=O)Nc2nnc(CC)s2)nnc1-c1ccco1 | 1% | 1% | 1% | 5% | -3% | -1%
15 | O=C(NC1CCCc2ccccc21)c1cccnc1 (stereo not drawn) | -1% | -8% | 6% | -3% | 1% | 2%

item | uPA surface inh | BRCA1 expr act | RORg inh | VP16 counter | p53 reactivator
1 | 1% | -25% | -8%[1.91 µM] | -9% | 2%
2 | 13% | 36% | 2% | -1% | 3%
3 | 3% | 10% | 3% | -7% | -2%
4 | 3% | -1% | -43% | -12% | 0%
5 | -6% | 11% | x | x | -1%
6 | -8% | 36% | 22% | u | 19%
7 | -1% | -37% | -5% | 0% | 2%
8 | x | -30% | -6% | 0% | 1%
9 | 5% | 0% | 1% | -1% | 20%
10 | 11% | 0% | u | 1% | -14%
11 | 8% | 9% | -2% | -5% | -1%
12 | 6% | 15% | 5% | 3% | -6%
13 | -6% | -11% | 1.4µM* | 10µM* | 3%
14 | 0% | 0% | 10% | -2% | -5%
15 | 2% | -6% | -7%[10 µM] | 7% | -5%

Looked up above:
In Rab9 promoter act, entry 8 is entered as -4%
In uPA surface inh, entry 4 is entered as 3%

Results in sequence from the entries so far:
Rab9 promoter act, entries 1–12, in order: 0%, -3%, -3%, -4%, -8%, 2%, 0%, -4%, 2%, -1%, -3%, -5%
VP16 counter, entries 1–12, in order: -9%, -1%, -7%, -12%, x, u, 0%, 0%, -1%, 1%, -5%, 3%

The results go on:
item | molecule | MBNL1 CUG block | MLL CXXC-DNA inh | FLuc modulator | Rab9 promoter act | NPC1 prom act | ELG1 genotoxic
16 | Cc1oc2c(c1C(=O)Nc1ccc(C(=O)O)cc1)CCCC2 | 2% | 11% | u | 1% | 5% | 7%
17 | COc1ccc(C(=O)/C=C/c2ccccc2F)c(OC(=O)c2ccc([N+](=O)[O-])cc2)c1 | 15% | 5% | u | u | u | u
18 | COc1c(C)cc(C(=O)C2CCCN(C(=O)c3cc4nc(C)cc(C)n4n3)C2)cc1C (stereo not drawn) | -11% | 10% | -20% | 1% | -1% | 4%
19 | CC1(C)CC(=O)c2cc(OCC(=O)N3CCCCCC3)ccc2O1 | 6% | 0% | u | 28% | u | u
20 | O=C(O)/C=C\C(=O)Nc1ccccc1C#Cc1ccc(Br)cc1 | -2% | -29% | 27µM* | 16% | -1% | 13%
21 | COc1ccc(C(=O)COC(=O)CCNS(=O)(=O)c2ccccc2)cc1Br | -9% | 16% | -1% | -5% | -3% | 8%
22 | Cc1cc(C)cc(NC(=O)CSc2nnnn2-c2cccnc2)c1 | -1% | -3% | -2% | -1% | -1% | -8%
23 | Cc1ccc(Oc2ccc(C(F)(F)F)cc2[N+](=O)[O-])c([N+](=O)[O-])n1 | u | -9% | u | 21% | 22% | 11%
24 | COc1ccccc1N=c1scc(-c2ccc3c(c2)NC(=O)CO3)n1CC1CCCO1 (stereo not drawn) | 7% | 5% | 9% | 3% | 0% | 0%
25 | CN1CCN(c2ccc(NC(=O)C(C)(c3ccccc3)c3ccccc3)cc2)CC1 | 1% | -3% | 1% | 0% | -5% | -3%
26 | COc1ccc(S(=O)(=O)CCC(=O)N2c3ccccc3CC2C)cc1 (stereo not drawn) | -1% | 1% | 1% | -3% | 1% | 0%
27 | CCn1c2ccccc2c2cc(NC(=O)CCCN3C(=O)CCC3=O)ccc21 | -6% | -4% | u | -4% | 3% | 1%
28 | CCCCNC(=O)c1cc2ccccc2s1 | x | -2% | 17µM* | u | 16% | 0%
29 | O=C(CN1C(=O)c2ccc([N+](=O)[O-])cc2C1=O)NCC1CCCO1 (stereo not drawn) | x | x | 3% | 1% | 4% | 0%
30 | CCc1cc(=O)oc2cc(OCC(=O)N(CC)CC)c(Cl)cc12 | 6% | 3% | -3% | -9% | 0% | 6%

item | uPA surface inh | BRCA1 expr act | RORg inh | VP16 counter | p53 reactivator
16 | 3% | 0% | 8% | 8% | 1%
17 | -10% | -66% | u | -3% | u
18 | 17% | 30% | 7% | 5% | 5%
19 | x | 66% | 34% | -2% | u
20 | x | -11% | u | 3% | u
21 | -1% | -6% | -3% | 4% | 5%
22 | 0% | -32% | 13% | -4% | -6%
23 | -10% | -10% | 20% | 21% | 26%
24 | -10% | -27% | 20% | -6% | 1%
25 | -9% | 0% | 9% | -2% | -3%
26 | -8% | -10% | 16% | 25% | 1%
27 | -9% | -30% | 0% | -10% | -13%
28 | -1% | 101% | 13% | -2% | 10%
29 | 12% | -16% | x | x | 7%
30 | 7% | -9% | -25% | -14% | -4%

Remaining list, next part
item | molecule | MBNL1 CUG block | MLL CXXC-DNA inh | FLuc modulator | Rab9 promoter act | NPC1 prom act | ELG1 genotoxic
31 | COc1ccccc1-n1nnnc1SCC(=O)NC(=O)Cc1ccccc1 | x | x | x | -6% | -1% | 2%
32 | COc1ccc(C(=O)c2sc3nc(C)cc(-c4cccs4)c3c2N)cc1OC | 49%[activator] | 5% | -13% | -17% | -5% | 0%
33 | Cc1ccsc1C(=O)c1sccc1C | 5% | 0% | -11% | -2% | 0% | -1%
34 | O=C(CCCN1C(=O)c2ccccc2C1=O)Nc1c2c(nc3c1CCC3)CCC2 | 3% | -4% | -2% | 0% | 0% | 0%
35 | O=C(/C=C/c1ccc([N+](=O)[O-])cc1)N1CCN(S(=O)(=O)c2cccs2)CC1 | u | -3% | -1% | -6% | -4% | -3%
36 | CN(Cc1ccccc1)C(=O)c1ccc(NC(=O)Cc2cccc(NC(=O)C3CCN(C(=O)C4CC4)CC3)c2)cc1 | x | x | -27% | 0% | 8% | 1%

item | uPA surface inh | BRCA1 expr act | RORg inh | VP16 counter | p53 reactivator
31 | -3% | 12% | x | x | 5%
32 | 1% | -68% | u | u | -9%
33 | 2% | 5% | 15% | 1% | 0%
34 | -3% | 12% | -2% | u | 0%
35 | -6% | -8% | 17% | -1% | 1%
36 | 13% | 44% | x | x | 3%

Only FLuc modulator and uPA surface inh (2 entries from above):
| no. | smiles | FLuc modulator | uPA surface inh |
| --- | --- | --- | --- |
| 31 | COc1ccccc1-n1nnnc1SCC(=O)NC(=O)Cc1ccccc1 | x | -3% |
| 32 | COc1ccc(C(=O)c2sc3nc(C)cc(-c4cccs4)c3c2N)cc1OC | -13% | 1% |
